Compound activity from PubChem BioAssay.
TMEM16A act: activators or potentiators of mouse TMEM16A chloride channel; Q8BHY3; HEK293 TMEM16A/YFP-H148Q/I152L, iodide quench fluorescence; stronger effect = lower value; B-score at 10 µM; hit rate 0.3% among 340,000;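 active means fluorescence-ratio B-score plate-corrected deviation score at least 3 library SD below zero, with starting fluorescence score within 5 deviations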;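 further: channel opened by trigger with iodide after compound preincubation; score built on the fluorescence ratio of max minus min over baseline; more negative score means more quench and so TMEM16A activation or potentiation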
Target sequence (Q8BHY3 whole entry, looked up): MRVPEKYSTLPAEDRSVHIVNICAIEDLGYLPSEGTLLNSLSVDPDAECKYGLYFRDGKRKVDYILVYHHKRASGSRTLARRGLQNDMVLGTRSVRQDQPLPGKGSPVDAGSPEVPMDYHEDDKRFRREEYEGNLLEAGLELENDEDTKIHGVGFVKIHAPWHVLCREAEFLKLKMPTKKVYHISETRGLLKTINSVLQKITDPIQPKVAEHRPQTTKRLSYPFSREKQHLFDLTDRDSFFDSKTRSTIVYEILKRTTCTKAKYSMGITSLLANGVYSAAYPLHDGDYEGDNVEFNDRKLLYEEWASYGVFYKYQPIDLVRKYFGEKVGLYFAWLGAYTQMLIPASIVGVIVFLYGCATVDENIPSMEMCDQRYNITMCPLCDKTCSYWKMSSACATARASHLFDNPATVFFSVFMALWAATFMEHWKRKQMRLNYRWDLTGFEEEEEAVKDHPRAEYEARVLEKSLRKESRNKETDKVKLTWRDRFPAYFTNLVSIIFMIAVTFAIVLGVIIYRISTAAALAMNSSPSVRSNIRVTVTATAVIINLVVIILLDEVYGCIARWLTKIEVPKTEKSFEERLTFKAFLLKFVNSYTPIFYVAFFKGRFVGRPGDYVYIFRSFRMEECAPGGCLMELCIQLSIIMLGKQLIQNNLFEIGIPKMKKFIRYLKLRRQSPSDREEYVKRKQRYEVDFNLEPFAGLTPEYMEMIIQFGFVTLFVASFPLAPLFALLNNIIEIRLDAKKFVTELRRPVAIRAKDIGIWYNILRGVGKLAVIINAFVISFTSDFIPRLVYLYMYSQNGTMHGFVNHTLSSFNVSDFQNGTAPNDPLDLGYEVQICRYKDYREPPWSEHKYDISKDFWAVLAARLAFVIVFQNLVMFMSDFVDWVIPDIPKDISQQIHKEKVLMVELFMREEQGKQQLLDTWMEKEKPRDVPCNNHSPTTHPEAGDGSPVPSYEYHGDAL
KCNK3 block: human KCNK3 channel inhibition, primary screen. hit rate 0.84% among 340,000. AID 602410. B-score at 10 µM. CHO-KCNK3 thallium flux, FluxOR fluorescence; stronger effect = lower value. O14649;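 active means B-score under library mean minus 4 SD, starting fluorescence ratio at most library mean plus 5 SD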;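 further: more negative B-score means stronger inhibition of thallium flux through KCNK3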
An asterisk follows results filed as active. Only part of the results is shown; the hit share may differ from the screen's.

Screening CC1CC2OC2CC1COC(=O)C1CC2OC2CC1C (stereo not drawn) returned TMEM16A act inactive and KCNK3 block inactive.
Screening CCCCN(C(=O)c1cc(S(=O)(=O)N2CCCCC2)ccc1Cl)c1c(N)n(CC(C)C)c(=O)[nH]c1=O returned TMEM16A act inactive and KCNK3 block inactive.
For C[C@H](NC(N)=O)C(=O)Nc1ccc(N2CCOCC2)c(S(=O)(=O)Nc2ccc(Cl)cc2)c1 the results were TMEM16A act inactive and KCNK3 block inactive.
Screening O=C(CCCN1C(=O)NC2(CCCC2)C1=O)Nc1cccc(S(=O)(=O)N2CCOCC2)c1 returned TMEM16A act inactive and KCNK3 block inactive.
For O=C1CCCc2cc3c(ccc4ccccc43)cc21 the results were TMEM16A act inactive and KCNK3 block inactive.
Screening Nc1nccc(NCCSCc2ccccc2)n1 returned TMEM16A act inactive and KCNK3 block inactive.
For COc1ccc(CCN2CC(C(=O)N(C)CC(=O)Nc3ccc(Cl)c(C(F)(F)F)c3)CC2=O)cc1OC (stereo not drawn) the results were TMEM16A act inactive and KCNK3 block inactive.
Screening COC(=O)c1sc2[nH]c(=S)n(N)c(=O)c2c1C returned TMEM16A act inactive and KCNK3 block inactive.
Screening Cc1cc(O)c(C(C)C)cc1N=Cc1ccc(N(C)C)cc1 returned TMEM16A act inactive and KCNK3 block inactive.
For O=c1[nH]cc(CN2CCOCC2)c(=O)[nH]1 the results were TMEM16A act inactive and KCNK3 block inactive.
Screening NC1=C(Cl)C(=O)c2ccccc2C1=O returned TMEM16A act inactive and KCNK3 block inactive.
Nc1ccc(S(=O)(=O)NCC2CCCCO2)cc1 (stereo not drawn) was read as TMEM16A act inactive and KCNK3 block inactive.
`O=S(=O)(c1ccccc1)N1N=C(c2ccc(Cl)cc2)CC1c1ccco1` (stereo not drawn) gave TMEM16A act inactive and KCNK3 block inactive.
For COc1ccccc1CNS(=O)(=O)c1cc(C(=O)NCc2ccccn2)c(Cl)cc1Cl the results were TMEM16A act inactive and KCNK3 block inactive.
For O=C1CCCc2ccc3ccccc3c21 the results were TMEM16A act inactive and KCNK3 block inactive.
For Nc1c(N(Cc2ccco2)C(=O)c2ccc(Br)cc2)c(=O)[nH]c(=O)n1Cc1ccccc1 the results were TMEM16A act inactive and KCNK3 block inactive.
`CCC1C(c2ccccc2)=CCC(C(=O)O)C1C` (stereo not drawn) gave TMEM16A act inactive and KCNK3 block inactive.
For COc1cc([N+](=O)[O-])ccc1-c1ccc(/C=C2\C(=O)ON=C2c2ccccc2)o1 the results were TMEM16A act -5.65* and KCNK3 block inactive.
`COc1ccc(C(=O)NCC(=O)OCC(=O)c2c(C)[nH]c3ccccc23)cc1OC` gave TMEM16A act inactive and KCNK3 block inactive.
`OC(CSc1ccccc1)CN1CCN(c2cccc(Cl)c2)CC1` (stereo not drawn) gave TMEM16A act inactive and KCNK3 block inactive.

The final three records of the part above open the next one:
For COc1cc([N+](=O)[O-])ccc1-c1ccc(/C=C2\C(=O)ON=C2c2ccccc2)o1 the results were TMEM16A act -5.65* and KCNK3 block inactive.
`COc1ccc(C(=O)NCC(=O)OCC(=O)c2c(C)[nH]c3ccccc23)cc1OC` gave TMEM16A act inactive and KCNK3 block inactive.
`OC(CSc1ccccc1)CN1CCN(c2cccc(Cl)c2)CC1` (stereo not drawn) gave TMEM16A act inactive and KCNK3 block inactive.
For COc1ncnc2c1oc1nc(CC(C)C)c3c(c12)CCCC3 the results were TMEM16A act inactive and KCNK3 block inactive.
For O=C(COn1nnc2ccc(Cl)cc21)NC1CCS(=O)(=O)C1 (stereo not drawn) the results were TMEM16A act inactive and KCNK3 block inactive.
Cc1ccc(S(=O)(=O)NCCC(=O)NC2CCC(C)CC2)cc1 (stereo not drawn) was read as TMEM16A act inactive and KCNK3 block inactive.
Screening CCCNc1ncnc2[nH]ncc12 returned TMEM16A act inactive and KCNK3 block inactive.
For O=C1[C@H](Cc2ccccc2)NCC=CC[C@H](c2ccc(Cl)cc2)N1Cc1ccccc1 the results were TMEM16A act inactive and KCNK3 block inactive.
For Cc1cccc(C(=O)N(C(=O)c2cccc(C)c2)N(C)C)c1 the results were TMEM16A act inactive and KCNK3 block inactive.
For COc1ccc(S(=O)(=O)N2CCN(C(=O)c3ccccn3)CC2)cc1 the results were TMEM16A act inactive and KCNK3 block inactive.
For CCOC(Cn1cc([N+](=O)[O-])c(=O)[nH]c1=O)OCC the results were TMEM16A act inactive and KCNK3 block inactive.
Screening S=C(NCc1ccccn1)NN=Cc1ccccn1 returned TMEM16A act inactive and KCNK3 block inactive.
`COc1ccc(S(=O)(=O)N2CCCCCC2)cc1NC(=O)CCc1cc(OC)c(OC)c(OC)c1` gave TMEM16A act inactive and KCNK3 block inactive.
For COc1ccc(CN(C)C(=O)CCl)cc1 the results were TMEM16A act inactive and KCNK3 block inactive.
COc1ccc(Nc2nnc(-c3ccc(N4CCOCC4)c([N+](=O)[O-])c3)c3ccccc23)cc1 was read as TMEM16A act inactive and KCNK3 block inactive.
For CCn1cc(C2C3=C(CC(C)(C)CC3=O)N(c3ccc(C)cc3)C3=C2C(=O)CC(C)(C)C3)c(C)n1 the results were TMEM16A act inactive and KCNK3 block inactive.
`COc1ccc(CN(C)C(=O)CCC(=O)N2CCN(S(=O)(=O)c3ccc(Cl)cc3)CC2)c(OC)c1` gave TMEM16A act inactive and KCNK3 block inactive.
For COC(=O)c1ccc(NC(=O)c2cn(-c3cccc(C)n3)cn2)cc1 the results were TMEM16A act inactive and KCNK3 block inactive.
Screening Cc1nc(-c2ccc(F)cc2)c(CC(=O)N(C)CC(=O)Nc2c(C)cccc2C)s1 returned TMEM16A act inactive and KCNK3 block inactive.
C=CCn1c(C)nnc1SCC(=O)Nc1ccccc1C(=O)NC1CC1 was read as TMEM16A act inactive and KCNK3 block inactive.
`CCC(=O)OCOc1ccc(/C=C2/CCC(CN(C)C)C2=O)cc1` (stereo not drawn) gave TMEM16A act inactive and KCNK3 block inactive.
O=C1O[C@H](CO)[C@@H](O)[C@H](O)[C@H]1O was read as TMEM16A act inactive and KCNK3 block inactive.
CC[C@@H](C(=O)[C@@H](C)[C@@H](O)[C@H](C)[C@@H]1O[C@@H]([C@@H](CC)C(=O)O)CC[C@@H]1C)[C@H]1O[C@]2(C=C[C@@H](O)[C@]3(CC[C@@](C)([C@H]4CC[C@](O)(CC)[C@H](C)O4)O3)O2)[C@H](C)C[C@@H]1C was read as TMEM16A act inactive and KCNK3 block inactive.
`Cc1cc(C)cc(-c2nnc(SCC(=O)c3c(N)n(C4CC4)c(=O)[nH]c3=O)o2)c1` gave TMEM16A act inactive and KCNK3 block inactive.
For Cc1ccc(OCC(=O)Nc2c(C)nn(-c3ccccc3)c2C)c(Br)c1 the results were TMEM16A act inactive and KCNK3 block inactive.
O=C(Cc1n[nH]c(=O)c2ccccc12)Nc1cc(C(F)(F)F)ccc1-n1cncn1 was read as TMEM16A act inactive and KCNK3 block inactive.
Screening Cc1ccc(S(=O)(=O)N2CC=C(N)N2)cc1 returned TMEM16A act inactive and KCNK3 block inactive.
Screening CCOC(=O)C=C(C(=O)OCC)C(=O)OCC returned TMEM16A act inactive and KCNK3 block inactive.
`CCc1nnc(NC(=O)[C@@H](NS(=O)(=O)c2ccc3c(c2)OCCO3)C(C)C)s1` gave TMEM16A act inactive and KCNK3 block inactive.
Screening OCC(O)C1OC(c2ccco2)OC(CO)C1O (stereo not drawn) returned TMEM16A act inactive and KCNK3 block inactive.
Screening Fc1ccccc1CSc1ncnc2c1ncn2C1CCCO1 (stereo not drawn) returned TMEM16A act inactive and KCNK3 block inactive.
O=C(COC(=O)c1cc([N+](=O)[O-])ccc1N1CCCC1)Nc1ccccc1OC(F)F was read as TMEM16A act inactive and KCNK3 block inactive.
CCc1nc(N)nc(N)c1-c1ccc(Cl)c([N+](=O)[O-])c1 was read as TMEM16A act inactive and KCNK3 block inactive.
For Cc1ccc(-c2nnc(SCC(=O)NCC3CCCO3)nc2-c2ccc(C)cc2)cc1 (stereo not drawn) the results were TMEM16A act inactive and KCNK3 block inactive.
CC(=O)Nc1ccc(SCC(=O)NNC(=O)CN(C)S(=O)(=O)c2ccc(C)cc2)cc1 was read as TMEM16A act inactive and KCNK3 block inactive.
Screening Cc1ccc2c(C)nc(Nc3nc(CSc4nc5ccccc5s4)cc(=O)[nH]3)nc2c1 returned TMEM16A act inactive and KCNK3 block inactive.
For O=[N+]([O-])c1ccc(S(=O)(=O)NN=C2CCCCC2)cc1 the results were TMEM16A act inactive and KCNK3 block inactive.
OCC1OC(O)CC(O)C1O (stereo not drawn) was read as TMEM16A act inactive and KCNK3 block inactive.
For Cc1ccc(S(=O)(=O)N2C[C@@H]3[C@H]4CC[C@H](C4)[C@@H]3[C@@H](C)[C@@H]2c2ccco2)cc1 the results were TMEM16A act inactive and KCNK3 block inactive.
Screening Cc1[nH]c2ccc(C(=O)OC(C)C(=O)N(C)C3CCCCC3)cc2c1C (stereo not drawn) returned TMEM16A act inactive and KCNK3 block inactive.
Screening CC(OC(=O)c1ccc([N+](=O)[O-])o1)C(=O)Nc1nc(-c2ccc(F)c(F)c2)cs1 (stereo not drawn) returned TMEM16A act inactive and KCNK3 block inactive.
`COc1ccccc1N1CCN(C(=O)c2ccccc2SCC(=O)N2CCCC2)CC1` gave TMEM16A act inactive and KCNK3 block inactive.
CN(CC(=O)Nc1ccccc1Br)CC(=O)NC(c1ccccc1)c1ccccc1 was read as TMEM16A act inactive and KCNK3 block inactive.

Looked up by compound from above:
O=C(Cc1n[nH]c(=O)c2ccccc12)Nc1cc(C(F)(F)F)ccc1-n1cncn1 was read as TMEM16A act inactive and KCNK3 block inactive.
For O=C1CCCc2ccc3ccccc3c21 the results were TMEM16A act inactive and KCNK3 block inactive.
OCC1OC(O)CC(O)C1O (stereo not drawn) was read as TMEM16A act inactive and KCNK3 block inactive.
`CCc1nnc(NC(=O)[C@@H](NS(=O)(=O)c2ccc3c(c2)OCCO3)C(C)C)s1` gave TMEM16A act inactive and KCNK3 block inactive.
For CCn1cc(C2C3=C(CC(C)(C)CC3=O)N(c3ccc(C)cc3)C3=C2C(=O)CC(C)(C)C3)c(C)n1 the results were TMEM16A act inactive and KCNK3 block inactive.
For Cc1ccc(-c2nnc(SCC(=O)NCC3CCCO3)nc2-c2ccc(C)cc2)cc1 (stereo not drawn) the results were TMEM16A act inactive and KCNK3 block inactive.

Remaining list, next part.
O=C(CSc1n[nH]c(=O)n1Cc1ccccc1)Nc1ccc(N2CCOCC2)cc1 was read as TMEM16A act inactive and KCNK3 block inactive.
`S=C(Nc1ccccc1)Nc1ccc2ccccc2c1` gave TMEM16A act inactive and KCNK3 block inactive.
CCOC(=O)Cc1csc(SCC(=O)Nc2ccc(C)cc2F)n1 was read as TMEM16A act inactive and KCNK3 block inactive.
O=C(CNc1ccccc1F)Nc1cccc(S(=O)(=O)N2CCCCC2)c1 was read as TMEM16A act inactive and KCNK3 block inactive.
Screening O=C(COC(=O)C1=Cc2ccccc2OC1)NCc1ccc(F)cc1 returned TMEM16A act inactive and KCNK3 block inactive.
Screening COc1cc2c(c(OC)c1OC)-c1ccc(SC)c(=O)cc1C(NC(=O)C(F)(F)F)CC2 (stereo not drawn) returned TMEM16A act inactive and KCNK3 block inactive.
For NC(N)=NCCCS(=O)(=O)Nc1ccc(Nc2c3ccccc3nc3cc([N+](=O)[O-])ccc23)cc1 the results were TMEM16A act inactive and KCNK3 block inactive.
N#CC1(Nc2ccc(C(=O)O)cc2)CCCC1 was read as TMEM16A act inactive and KCNK3 block inactive.
For CC1CC(=O)N(CCc2ccccc2)C(=O)C1 the results were TMEM16A act inactive and KCNK3 block inactive.
Screening COc1ccc(C(=O)/C=C2\C(=O)Nc3ccc(Br)cc32)cc1 returned TMEM16A act inactive and KCNK3 block inactive.
Screening O=C(C=C(O)c1ccc(Cl)cc1)C(=O)NNC(=O)C(O)(c1ccccc1)c1ccccc1 returned TMEM16A act inactive and KCNK3 block inactive.
`CC(NC(=O)c1ccc(C(=O)c2ccccc2)cc1)c1ccc(S(N)(=O)=O)cc1` (stereo not drawn) gave TMEM16A act inactive and KCNK3 block inactive.
For Nc1cc2c(cc1Br)-c1ccc(F)cc1C2O (stereo not drawn) the results were TMEM16A act inactive and KCNK3 block inactive.
COc1ccc(CC(=O)OCC(=O)Nc2cccc(C(C)=O)c2)cc1OC was read as TMEM16A act inactive and KCNK3 block inactive.
Screening O=C(N[C@@H](CCC/[N+]([O-])=C/c1ccccc1)C(=O)O)OCc1ccccc1 returned TMEM16A act inactive and KCNK3 block inactive.
Screening Nc1c(C(=O)CSc2n[nH]c(-c3ccccc3)n2)c(=O)[nH]c(=O)n1C1CC1 returned TMEM16A act inactive and KCNK3 block inactive.
Screening NNC(=O)CC1=NNC(=O)C1 returned TMEM16A act inactive and KCNK3 block inactive.
Screening CNC(=O)NC(=O)CSc1ccc(S(=O)(=O)N(C)C2CCCCC2)cn1 returned TMEM16A act inactive and KCNK3 block inactive.
`Cc1cc2nc(N=C(N)N)nc(C)c2cc1C` gave TMEM16A act inactive and KCNK3 block inactive.
`CC1=CC(C)C2(COC(c3ccc[n+](C)c3)OC2)C(C)C1` (stereo not drawn) gave TMEM16A act inactive and KCNK3 block inactive.
`COc1ccc(C2C(C)C(=O)C(C)C(c3ccc(OC)cc3)N2N=O)cc1` (stereo not drawn) gave TMEM16A act inactive and KCNK3 block inactive.
`CCCc1nc2sc3ccccc3c(=O)c2c(=O)n1Cc1ccco1` gave TMEM16A act inactive and KCNK3 block inactive.
